M. tuberculosis GlmU: inhibition of mycobacterial GlmU enzyme – biochemical, glucosamine-1-phosphate acetyltransferase (AID 1376). M. tuberculosis GlmU acetyltransferase enzyme assay; higher % means a stronger effect. one-dose inhibition, %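 (tested at 30 µM in the primary screen)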; IC50 in µM for titrated hits. 0.25% of 220,000 active; in the data active means inhibition above about 13%;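 further: 0% = complete reaction with vehicle and 100% = reaction without substrate; strong numbers were not always called active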
Mtb RmlCD inh: inhibitors of Mycobacterium tuberculosis RmlC and RmlD coupled enzymes | P9WH09+P9WH11 | RmlC+RmlD coupled enzyme assay, percent inhibition; primary screen in compound mixtures | inhibition, % at 3.6 µM | 0.03% of 160,000 active; in the data active means inhibition mostly above about 34%, no sharp cut-off; further: some results filed as inactive read as strong as hits
Target sequence (P9WH09 whole entry, looked up): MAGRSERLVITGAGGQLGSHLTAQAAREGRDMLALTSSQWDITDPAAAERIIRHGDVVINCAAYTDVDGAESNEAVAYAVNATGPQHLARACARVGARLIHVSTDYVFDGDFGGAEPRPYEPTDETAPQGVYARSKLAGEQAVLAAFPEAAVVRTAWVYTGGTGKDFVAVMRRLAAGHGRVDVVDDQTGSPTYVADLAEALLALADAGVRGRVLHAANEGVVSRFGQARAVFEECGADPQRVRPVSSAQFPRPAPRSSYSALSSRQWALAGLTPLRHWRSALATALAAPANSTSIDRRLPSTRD
Target sequence (P9WH11 whole entry, looked up): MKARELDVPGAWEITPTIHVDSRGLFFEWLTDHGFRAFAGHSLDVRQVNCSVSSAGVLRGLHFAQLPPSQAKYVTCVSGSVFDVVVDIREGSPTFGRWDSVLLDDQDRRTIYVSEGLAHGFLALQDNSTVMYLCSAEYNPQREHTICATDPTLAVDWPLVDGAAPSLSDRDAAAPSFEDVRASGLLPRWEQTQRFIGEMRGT
* hit, by the source's call; · = no result given. Not all compounds are listed. The share of hits here may be higher or lower than overall.

SMILES	M. tuberculosis GlmU	Mtb RmlCD inh
COC(=O)[C@@]1(Cc2ccc(F)cc2)[C@H]2c3cc(C(=O)N(C)C)n(Cc4c(CO)[nH]cc(C)c4=O)c3C[C@H]2CN1C(=O)c1ccccc1	-0.8%	·
CCCCCCCOC(=O)c1ccc(OC(=O)c2cccnc2)cc1	1.0%	-5
Cc1ccc(C(=O)n2c3ccccc3c3ccccc32)cc1	-4.3%	-1
C=CCOC(=O)C1=C(C)N=C2SCCC(=O)N2C1/C=C/c1ccccc1 (stereo unspecified)	-1.2%	17
O=C(CN1CCOCC1)NNC(=S)Nc1ccccc1	1.4%	2
CC1CCN(S(=O)(=O)c2ccc(S(=O)(=O)NCc3ccccc3)cc2)CC1	-1.9%	·
CC1(C)CC(C)(c2ccc(O)cc2O)N(c2ccc3ccccc3c2)C(=S)N1 (stereo unspecified)	-1.4%	·
CCOc1ccc(OCC)c(NC(=O)CNS(=O)(=O)c2cccs2)c1	1.1%	4
OCC1CCCN(C2CCN(Cc3nc(Cc4cccc(C(F)(F)F)c4)no3)CC2)C1 (stereo unspecified)	-0.9%	8
CC(NC(=O)Nc1ccccc1F)C(C)(C)C (stereo unspecified)	-2.8%	5
CCNC(=S)NNc1nc(N2CCCCC2)nc(N2CCOCC2)n1	5.3%	2
C=C1CCN([C@H](C(=O)NCc2ccc(OC)cc2)C(C)C)S(=O)(=O)c2ccccc21	11%	1
COc1ccc(C2C(C#N)=C(N)N(Nc3ccccc3)C3=C2C(=O)CC(C)(C)C3)cc1C (stereo unspecified)	0.0%	-4
Cc1ccc(C(=O)Nc2ccc(C(=O)N3CCCCC3C)cc2)cc1 (stereo unspecified)	2.2%	7
O=C(C1=C(O)C(=O)N(CCN2CCOCC2)C1c1ccccc1)c1cccs1 (stereo unspecified)	-5.5%	·
CCOC(=O)c1ccc(NC(=O)CNC(=O)c2ccccc2)cc1	5.0%	-3
Fc1cccc(C2CC(c3cccc(Br)c3)Nc3nnnn32)c1 (stereo unspecified)	1.2%	-7
Cc1ccc(-c2nc(=S)c3c(n2CCN2CCOCC2)CC(C)(C)OC3)cc1	2.2%	-6
NNC(=O)CNc1cccc(Br)c1	1.4%	·
Cc1ccccc1NC(=O)Cn1c(=O)n(C)c2ccccc21	-1.4%	·
COc1ccc(C2=NN(CCC(=O)NCc3ccc4c(c3)OCO4)C(=O)CC2)cc1	2.2%	-15
COc1ccccc1NC(=S)N1CCN(C(=O)C2CCCO2)CC1 (stereo unspecified)	6.0%	10
Cc1cccc(Cc2nnc(CCC(=O)N(C)C3CCOC3)o2)c1 (stereo unspecified)	2.2%	-8
CC(C)CCNC(=O)CN(Cc1ccc2c(c1)OCO2)C(=O)CCC(=O)Nc1ccccn1	0.5%	·
CCCN1CC23C=CC(O2)C(C(=O)O)C3C1=O (stereo unspecified)	4.8%	-11
CC(C)=C1SC(N2CCOCC2)=NC1=O	2.8%	7
CCOC(=O)C1CCN(CCC(=O)Nc2ccc(Cl)cc2)CC1	0.7%	-13
COCCN1C(=O)N(c2cccc(C)c2)C(=O)C1CC(=O)Nc1ccc(F)cc1 (stereo unspecified)	7.8%	3
CCOC(=O)c1c(C)nc2sc3c(=O)[nH]cnc3c2c1-c1ccc(OC)cc1	3.2%	-7
CC(C)(C)NC(=O)C(c1ccc(O)cc1)N(C(=O)CCC(=O)Nc1nccs1)c1ccccc1F (stereo unspecified)	5.5%	-32
COc1ccc(-c2cc(-n3c(C(F)(F)F)nc4ccccc43)n(CCC#N)n2)cc1	-1.5%	-6
O=C(Cc1coc2cc3c(cc12)CCC3)OCc1cc(=O)n2c(n1)sc1ccccc12	-2.9%	·
O=S(=O)(c1ccccc1)c1cnc(-c2cccnc2)nc1-c1ccc(Cl)cc1Cl	2.7%	·
O=[N+]([O-])c1cc(S(=O)(=O)c2ccc(O)c([N+](=O)[O-])c2)ccc1O	7.7%	5
O=C(Nc1ccc(F)cc1F)c1ccccc1-c1ccccc1	-6.3%	4
COc1ccc(-c2cc(C(=O)NCCCn3ccnc3)no2)cc1	1.8%	-7
Cn1c(NC(=O)Cc2ccc(F)cc2)cc(=O)n(C)c1=O	2.5%	1
CCS(=O)(=O)Nc1cc(C(=O)O)ccc1C	-3.7%	-11
COCCn1c(SCC(=O)N2CCCc3ccccc32)nnc1-c1ccco1	-1.6%	·
CCCc1cc(=O)[nH]c(SCc2ccc(C#N)cc2)n1	-3.3%	·

Whole records, quoted from the list:
COCCn1c(SCC(=O)N2CCCc3ccccc32)nnc1-c1ccco1 across the screens: M. tuberculosis GlmU = -1.6%; Mtb RmlCD inh = ·
CCS(=O)(=O)Nc1cc(C(=O)O)ccc1C across the screens: M. tuberculosis GlmU = -3.7%; Mtb RmlCD inh = -11

The listing continues:
SMILES	M. tuberculosis GlmU	Mtb RmlCD inh
Cc1nc(N2CCC(C)CC2)c2c(C)c(C(=O)Nc3ccc(C)c(F)c3)sc2n1	-2.0%	-11
CCOc1ccc(Cc2onc3c2C(=O)CC(C)(C)C3)cc1OCC	1.9%	-9
CO[C@H]1C=CO[C@@]2(C)Oc3c(C)c(O)c4c(O)c(c5c(c4c3C2=O)NC2(CCN(CC(C)C)CC2)N=5)=NC(=O)C(C)=CC=C[C@H](C)[C@H](O)[C@@H](C)[C@@H](O)[C@@H](C)[C@H](OC(C)=O)[C@@H]1C	6.6%	5
Cc1ccc(/C=C/C(=O)Nc2ccc([N+](=O)[O-])cc2)o1	-4.1%	6
O=C(CSCc1ccc(Br)cc1)Nc1ccc(S(=O)(=O)N2CCOCC2)cc1	-3.2%	·
CCOCCCNCC(=O)NC1(C)C2CCC(C2)C1(C)C (stereo unspecified)	-4.4%	-10
O=C(NCCCN1CCOCC1)c1cc2c(s1)CCC2	-1.2%	1
O=C(OCCN=C1NS(=O)(=O)c2ccccc21)c1cccs1	-0.3%	-12
COc1cccc(C(=O)c2sc(NC(C)C)nc2N)c1	3.1%	-1
O=C(Nc1ccc(F)cc1)c1nn(-c2ccccc2)c(=O)cc1Cl	2.8%	-11
O=C(Nc1cc(C(F)(F)F)ccc1N1CCOCC1)c1ccc2ccccc2n1	7.8%	·
Cc1ccccc1CN(c1ccc(C(=O)NCc2ccccn2)cc1)S(C)(=O)=O	6.3%	-11
Cc1nn(C)cc1/C=N/NC(=O)Cn1cncn1	-1.3%	-2
COc1ccccc1-n1c(C)cc(C=O)c1C	3.9%	-4
CCNc1nc(NCC)n2c(SC(C(=O)Nc3cc(Cl)cc(Cl)c3)c3ccccc3)nnc2n1 (stereo unspecified)	1.4%	2
O=C1CC(Sc2ncccc2C(=O)O)C(=O)N1 (stereo unspecified)	0.2%	-15
Cc1nc2c(ccc3nc(NC(=O)c4ccc5c(c4)OCCO5)sc32)s1	4.0%	-6
Cc1ccccc1/C=N/n1c(-c2cc(-c3ccccc3)n[nH]2)n[nH]c1=S	-5.8%	·
CC1=C(C)CC(C(=O)NNC(=O)c2csc(C)c2C)C(C(=O)O)C1 (stereo unspecified)	-6.8%	-7
COc1ccc2c(-c3ccccc3)cc(SCC(=O)N(C)C3CCS(=O)(=O)C3)nc2c1 (stereo unspecified)	1.5%	-3

By substructure, those above with a nitro group on carbon
SMILES	M. tuberculosis GlmU	Mtb RmlCD inh
O=[N+]([O-])c1cc(S(=O)(=O)c2ccc(O)c([N+](=O)[O-])c2)ccc1O	7.7%	5
Cc1ccc(/C=C/C(=O)Nc2ccc([N+](=O)[O-])cc2)o1	-4.1%	6

(next part)
SMILES	M. tuberculosis GlmU	Mtb RmlCD inh
c1ccc(-c2noc(-c3ccncc3)n2)nc1	7.3%	·
CC1C(c2cccs2)=[N+]([O-])C(C)(C(=O)c2ccc(F)cc2)N1O (stereo unspecified)	0.9%	·
O=C(COc1ccccc1)N1CCN(C(=O)c2ccc([N+](=O)[O-])cc2)CC1	-1.9%	8
COc1ccc(C2(c3ccc(OC(C)=O)cc3OC(C)=O)CC(c3ccccc3)NC(=S)N2)cc1 (stereo unspecified)	-5.2%	32
COc1ccc(NC(=O)CC2(CC(=O)O)CCCC2)cn1	-0.4%	11
COc1cc(/C=N/NC(=O)C(C)Nc2n[nH]c(=O)[nH]c2=O)cc(OC)c1O (stereo unspecified)	-3.0%	58
O=c1nc(N2CCOCC2)ccn1Cc1ccc(Br)cc1	5.0%	10
CC(Sc1n[nH]c(N)n1)C(=O)Nc1cccc(S(=O)(=O)N2CCOCC2)c1 (stereo unspecified)	1.8%	5
CCCCN1C(=O)/C(=C/C=C2/C=Cc3ccccc3N2CC)SC1=S	7.9%	·
COc1ccc(N2CCN(C(=O)Cn3c(=O)[nH]c4ccsc4c3=O)CC2)cc1	1.9%	7
COC(=O)c1ccc(COC(=O)CCc2nc(-c3ccccc3)c(-c3ccccc3)o2)cc1	1.7%	·
CN(C)c1ccc(-c2n(C)c3ccccc3[n+]2C)cc1	3.4%	·
c1ccc(-c2nccc(-c3ccc(-n4cnc5ccccc54)cc3)n2)nc1	-9.0%	-4
Cc1cccc2sc(NC(=O)CN(C)S(=O)(=O)c3cccs3)nc12	3.0%	·
Cc1ccc(CNC(=O)Cc2ccc(-n3c(=O)[nH]c4ccsc4c3=O)cc2)cc1	4.8%	·
Nc1cc(=O)[nH]c(N2CCN(c3ccccc3)CC2)n1	-2.3%	-8
COc1ccccc1NC(=O)C/C(C)=N/NC(=O)C12CC3CC(CC(C3)C1)C2	-0.1%	6
O=[N+]([O-])c1ccc(N/N=C\c2cccnc2)nc1	0.3%	-2
O=C(NCc1ccccn1)c1cc(-c2ccccc2Cl)on1	3.2%	8
Cc1nnc(SCc2nnc(-c3cccs3)o2)n1C1CCCCC1	-0.2%	·
CCC(C)(C)n1nnnc1C(c1cc2cc3c(cc2[nH]c1=O)OCO3)N1CCN(C)CC1 (stereo unspecified)	-1.2%	61
O=C(/C=C/c1cccc2ccccc12)N1CCOCC1	2.0%	3
O=C(Cn1ncc2c3ccccc3n(Cc3cccc(Cl)c3)c2c1=O)N1CCC2(CC1)OCCO2	0.8%	-6
CCCCNC(=O)Cc1c(OC)ccc2cc(Br)ccc12	2.6%	-6
CCN1CCCC1CNC(=O)C(=O)Nc1ccccc1 (stereo unspecified)	·	-7
Cc1cccc(C)c1OCC(O)CN1CCCCC1 (stereo unspecified)	-1.2%	4
O=C1/C(=C/c2ccsc2)N2CCC1CC2	-2.8%	9
O=C(NCc1ccco1)C12CC3CC(C1)CC(C(=O)NCc1ccco1)(C3)C2	0.5%	-9
O=[N+]([O-])c1cc(-c2nnc(N3CCOCC3)c3ccccc23)ccc1N1CCOCC1	6.7%	-8
COc1cc(C)c(Br)cc1S(=O)(=O)NCc1ccccc1	2.3%	·
c1cncc(C2Nc3ccccc3-c3nc4ccccc4n32)c1 (stereo unspecified)	-2.1%	7
CCn1c(SCC(=O)c2ccccc2)nnc1-c1cnccn1	-4.1%	·
COC(C[C@H](O)C[C@@H](O)[C@@H](C)OCc1ccccc1)OC	-0.2%	·
COc1cc(Cl)c(C)cc1NC(=O)CSc1ccc(NC(C)=O)cc1	-3.2%	·
C[C@H]1[C@H](C)CC[C@]2(C(=O)O)CC[C@]3(C)C(=CC[C@@H]4[C@@]5(C)CC[C@H](O)C(C)(C)[C@@H]5CC[C@]43C)[C@H]12	0.8%	3
Cc1ccc(NC(=O)NC(=S)NC(=O)c2ccccc2)cc1	3.4%	11
CCOC(=O)Cn1c(=NC(=O)c2ccc([N+](=O)[O-])s2)sc2ccccc21	6.0%	6
O=C1CC(C(=O)N(CC2CCCO2)C(C(=O)NC2CCCCC2)c2ccncc2)CS1 (stereo unspecified)	-4.3%	23
COc1ccc(CC(=O)Nc2ccc3c(C(F)(F)F)cc(=O)oc3c2)cc1OC	1.3%	·
CCNC(=O)CCc1nc(-c2ccc(C)cc2)no1	1.7%	0
Cc1ccc(NC(=S)c2ccc(N(C)C)cc2)cc1	2.9%	·
CCN(C(=O)c1nn(-c2ccc(OC)cc2)c(=O)c2c1c1ccccc1n2C)c1ccc(OC)cc1	-3.7%	21
COc1cc2[nH]c(=O)n(Cc3ccc(C(=O)NC4CCN(Cc5ccccc5)CC4)cc3)c(=O)c2cc1OC	-0.7%	-10
COC(=O)c1c(N)n(Cc2ccc(OC)cc2)c2nc3ccccc3nc12	1.4%	13
CCOC(=O)c1c(C)c(C(=O)Nc2ccccc2)c(C)n1CC	·	6
COc1ccc(CN=Cc2c(C(F)(F)F)[nH][nH]c2=O)cc1	4.3%	·
CN(C)S(=O)(=O)c1cccc(NC(=O)c2cncc(Br)c2)c1	3.6%	11
O=C(/C=C/C(=O)NCc1cccs1)NCc1cccs1	0.7%	21
CCCCNc1oc(-c2ccc(OC)cc2)nc1S(=O)(=O)c1ccccc1	-2.6%	6
O=C(Cn1cnc2ccccc21)Nc1ccc(SC(F)F)cc1	-2.9%	-12
COC(=O)C1=C(C)NC(C)=C(C(=O)OC)C1c1ccc2ccccc2n1	1.8%	·
CCCCN(CC)Cc1ccc(CNC(=O)Nc2ccc(OCC)cc2)o1	4.5%	5

5 entries picked at random from those above:
SMILES	M. tuberculosis GlmU	Mtb RmlCD inh
O=C1/C(=C/c2ccsc2)N2CCC1CC2	-2.8%	9
CC(C)(C)NC(=O)C(c1ccc(O)cc1)N(C(=O)CCC(=O)Nc1nccs1)c1ccccc1F (stereo unspecified)	5.5%	-32
Cc1ccc(NC(=S)c2ccc(N(C)C)cc2)cc1	2.9%	·
CC(C)=C1SC(N2CCOCC2)=NC1=O	2.8%	7
COc1ccccc1-n1c(C)cc(C=O)c1C	3.9%	-4

Screening data from PubChem.
